KDM5B inh: inhibitors of human KDM5B histone demethylase; KDM5B demethylase, FDH-coupled NADH fluorescence (FDH is formaldehyde dehydrogenase); Potency, µM (highest dose often 57.7 µM), inactives show at the top dose activity change, negative = inhibition, usual class: inhibitors; 220,000 tested, 2.6% active; AID 1347165; active = well fitted inhibition curve with a large enough effect; inconclusive = small, poorly fitted or top-dose-only effect; inactive = no such curve, though single readings can be large or run the other way; note: 0% is about no effect; nearly all actives have a fitted effect of over 70% in size
Target sequence (Q9UGL1 whole entry, looked up): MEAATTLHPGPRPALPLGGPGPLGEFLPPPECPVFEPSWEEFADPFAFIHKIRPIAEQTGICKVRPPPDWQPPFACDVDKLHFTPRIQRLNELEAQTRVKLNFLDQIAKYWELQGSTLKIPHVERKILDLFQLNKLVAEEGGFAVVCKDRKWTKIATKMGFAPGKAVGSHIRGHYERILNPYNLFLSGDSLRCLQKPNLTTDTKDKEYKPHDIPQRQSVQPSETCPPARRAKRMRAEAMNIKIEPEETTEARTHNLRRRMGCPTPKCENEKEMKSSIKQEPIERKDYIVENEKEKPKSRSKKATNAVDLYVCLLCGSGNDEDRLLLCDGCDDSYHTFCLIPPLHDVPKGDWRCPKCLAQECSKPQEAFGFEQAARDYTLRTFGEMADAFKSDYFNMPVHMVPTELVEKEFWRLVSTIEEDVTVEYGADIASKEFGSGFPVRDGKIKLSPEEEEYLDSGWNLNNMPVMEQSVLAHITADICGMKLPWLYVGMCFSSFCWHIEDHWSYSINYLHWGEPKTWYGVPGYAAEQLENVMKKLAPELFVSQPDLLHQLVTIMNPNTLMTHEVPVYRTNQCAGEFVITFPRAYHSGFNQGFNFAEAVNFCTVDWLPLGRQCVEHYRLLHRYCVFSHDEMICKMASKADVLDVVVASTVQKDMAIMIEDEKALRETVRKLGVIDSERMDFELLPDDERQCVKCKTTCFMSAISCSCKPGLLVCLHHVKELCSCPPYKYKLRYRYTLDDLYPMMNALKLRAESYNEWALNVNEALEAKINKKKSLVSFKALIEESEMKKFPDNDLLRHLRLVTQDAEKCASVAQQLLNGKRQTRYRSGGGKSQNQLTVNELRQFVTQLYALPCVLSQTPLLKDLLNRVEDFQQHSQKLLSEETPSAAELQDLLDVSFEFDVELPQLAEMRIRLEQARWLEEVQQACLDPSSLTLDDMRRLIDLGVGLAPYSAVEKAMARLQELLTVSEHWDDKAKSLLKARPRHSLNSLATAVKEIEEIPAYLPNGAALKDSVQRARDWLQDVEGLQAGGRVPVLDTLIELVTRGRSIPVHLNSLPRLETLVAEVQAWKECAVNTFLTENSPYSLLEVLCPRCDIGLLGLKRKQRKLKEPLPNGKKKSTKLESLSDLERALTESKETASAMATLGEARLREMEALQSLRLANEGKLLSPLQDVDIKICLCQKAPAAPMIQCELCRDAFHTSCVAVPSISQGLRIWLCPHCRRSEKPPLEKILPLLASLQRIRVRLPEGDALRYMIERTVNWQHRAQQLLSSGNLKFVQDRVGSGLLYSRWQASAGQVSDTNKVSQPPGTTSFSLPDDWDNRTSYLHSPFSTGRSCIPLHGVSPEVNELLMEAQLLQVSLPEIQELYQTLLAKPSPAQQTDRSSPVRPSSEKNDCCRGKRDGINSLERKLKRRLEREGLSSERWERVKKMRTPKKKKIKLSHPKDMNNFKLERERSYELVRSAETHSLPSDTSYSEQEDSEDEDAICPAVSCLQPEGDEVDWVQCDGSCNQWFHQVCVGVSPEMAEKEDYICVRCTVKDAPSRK
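KDM5BΔAP (200 nM final) in 50 mM HEPES pH 7.5, 0.01% Tween-20 was preincubated 10 min at RT with compound over a concentration range. Substrate mix (H3K4me3 12.5 µM, α-KG 25 µM, Fe²⁺, ascorbate, NAD⁺, FDH) was added, and NADH fluorescence change over 30 min gave dose-response curves.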
An asterisk follows results filed as active; ? = inconclusive; & = joins results of further samples; [ ] = dose if it differs, or a comment. Potency is the fitted concentration of half-maximal effect. The list is partial. The share of hits here may be higher or lower than overall.

SMILES	KDM5B inh
C=CCN(c1ccccc1C(=O)O)S(=O)(=O)c1ccc(NC(=O)OC)cc1	-16%
CCN1CCN(C(=O)c2ccc3c(c2)N(Cc2ccc(Cl)cc2)C(=O)c2ccccc2S3=O)CC1 (stereo not given)	-13%
NC(=O)[C@@H]1CN(C(=O)c2ccoc2)C[C@H]1COc1ccccc1	10%
CCOC(=O)COc1ccc2c(=O)c(Oc3ccc(Br)cc3)c(C)oc2c1	12%
CCCCOc1ccc(CN2C(=O)C(=O)c3cc(C)ccc32)cc1OC	?
CCOC(=O)c1c(NC(=O)CN2CCc3ccccc32)sc(C)c1CC	-12%
Cc1cc(Sc2ccc(Cl)cc2)nc2ccccc12	6%&-22%
COc1ccccc1-c1noc(Cn2cnc3c(oc4ccccc43)c2=O)n1	-16%
COc1ccc2oc(=O)cc(CN3CCN(C(=O)c4c(OC)cccc4OC)CC3)c2c1	-21%
COc1ccccc1-c1nc(CSc2nc(C)c(C)c(=O)[nH]2)c(C)o1	9%
CCOC(=O)C(C)Oc1ccc2c(C)c(CCC(C)C)c(=O)oc2c1 (stereo not given)	?
CCCCn1nc(C(=O)Nc2ccc(F)c(F)c2)c2ccccc2c1=O	16%
COc1ccc(Cn2c3c(c(=O)n2Cc2ccccc2)CCN(C(=O)c2nc4ccccc4[nH]2)C3)cc1	-17%
Cc1ccc(CSCc2ccc(C(=O)NCCCN3CCOCC3)o2)cc1	34%
COc1ccc(Nc2cc(C)nc(N3CCN(C(=O)Nc4ccc(F)cc4)CC3)n2)cc1	-24%
O=C1CCCCC(Cc2cccnc2)(C(=O)NCCc2c[nH]c3ccccc23)N1 (stereo not given)	-20%
c1ccc(-c2nc(C3CCNC3)no2)cc1 (stereo not given)	-19%
CC(C)c1cc(C(=O)N2CCC(n3cc(-c4ccccn4)nn3)CC2)n(C)n1	15%
COc1cccc(CNC(=O)N(C)C2CCc3nnc(C)n3CC2)c1 (stereo not given)	-21%
COc1ccc(CCNC(=O)c2cccnc2N2CC3CC(C2)[C@H]2CCCC(=O)N2C3)cc1OC (stereo not given in full)	?

Reprinted at random: 5 records from the list, in no set order.
SMILES	KDM5B inh
c1ccc(-c2nc(C3CCNC3)no2)cc1 (stereo not given)	-19%
COc1ccc(Cn2c3c(c(=O)n2Cc2ccccc2)CCN(C(=O)c2nc4ccccc4[nH]2)C3)cc1	-17%
CCCCn1nc(C(=O)Nc2ccc(F)c(F)c2)c2ccccc2c1=O	16%
CC(C)c1cc(C(=O)N2CCC(n3cc(-c4ccccn4)nn3)CC2)n(C)n1	15%
COc1ccc(Nc2cc(C)nc(N3CCN(C(=O)Nc4ccc(F)cc4)CC3)n2)cc1	-24%

Further compounds.
SMILES	KDM5B inh
Cc1noc2c(-c3cn[nH]c3)cc(-c3cccc(C(F)(F)F)c3)nc12	14%[86.2 µM]
COC(=O)c1ccccc1NC(=O)CSc1nc(=O)cc(N)n1-c1ccccc1	-8%
CN(C)C[C@@H]1CN(C)C[C@H]1NC(=O)c1ccc(C(F)(F)F)cc1	1%
COc1ccccc1N1CCN(C(=O)C[C@@H]2O[C@H](CNC(=O)c3ccccc3)[C@@H](O)[C@H]2O)CC1	-23%
O=C(CCCN1C(=O)c2ccc(Br)cc2C1=O)OCc1cccc([N+](=O)[O-])c1	-8%
COCCNC(=O)N1CCN(c2cnccn2)CC(C(=O)O)C1 (stereo not given)	?
Cc1c(C(=O)NCCn2c(C)cc3ccccc32)cccc1[N+](=O)[O-]	6%
CC(=O)N1CCc2cc(S(=O)(=O)C(C)CC(=O)Nc3ccc(Br)c(C)c3)ccc21 (stereo not given)	-9%
Cc1ccn2c(C(=O)N[C@H]3CCOC[C@H]3C3CCOCC3)nnc2n1	40%[activator]
CCCCCn1c(=O)[nH]c2cc(C(=O)N3CCN(c4ccccc4)CC3)ccc2c1=O	5%
O=C(NC1CC1)c1cc(-c2cccnc2)nc2ccccc12	-2%
CCCC(C(=O)NCc1coc(-c2cccs2)n1)c1ccccc1 (stereo not given)	?
COC(=O)c1ccccc1NS(=O)(=O)c1cc2c3c(c1)CC(=O)N3CCC2	?
COc1ccc(OCC(O)CNC(=O)c2c(-c3ccccc3)noc2C)cc1 (stereo not given)	-19%
COc1cc(Br)c(C2CC(=O)Nc3cc4c(cc32)OCCO4)cc1OC (stereo not given)	-6%
CC1CCN(c2nc3ccccc3nc2SCC(=O)N2CCCCCC2)CC1	-2%
COc1ccccc1NC(=O)CCC(=O)Nc1cc(OC)c(NC(=O)c2cccs2)cc1OC	?
COc1cc(Cl)c(NC(=O)CC(C)S(=O)(=O)c2cc3c(cc2C)NC(=O)CO3)c(OC)c1 (stereo not given)	-18%
O=C(Oc1ccc2cc(-c3nc4ccccc4s3)c(=O)oc2c1)C1CC1	?
COCCN1C(=O)CO[C@H]2CN(Cc3ccccc3)C[C@H]21	-23%[115 µM]
COc1cc(OC)c(C2C=C(C(=O)O)Nc3ncnn32)cc1OC (stereo not given)	?
O=C1NC2(C(=O)Nc3ccc(F)c(Cl)c3)CCC(=O)N2c2ccccc21 (stereo not given)	-1%
O=C([C@@H]1C[C@H](F)CN1C(=O)NCc1cccc(F)c1)N1CCc2ccccc2C1	-19%
Cc1ccc(OCC(=O)OCC(=O)c2ccc(Cl)cc2)cc1C	8%
CCOC(=O)c1ccccc1NC(=O)N1CCCn2nc(C)cc21	-29%
c1ccc(-c2n[nH]c(-c3ccncc3)n2)cc1	12%
CCCCN(C)S(=O)(=O)N(C)Cc1ccc2c(c1)OCCO2	15%
Cc1cc(C)nc(S/C=C/C(=O)c2ccccc2)n1	?
COc1ccc(C(=O)Nc2cc3c(cc2C(=O)c2ccccc2Cl)OCCO3)cc1	0%
COc1ccccc1NC(=O)Cn1c(=O)n(-c2cccc(Cl)c2)c(=O)c2sc3ccccc3c21	?
Cc1ccc(CNC(=O)CCCCCn2c(=O)c3sccc3n(CC(=O)Nc3c(C)cc(C)cc3C)c2=O)cc1	-10%
COc1ccc(NC(=O)CCc2c(C)nc3c(-c4ccc(F)cc4)c(C)nn3c2C)c(OC)c1	-3%
COc1cc(C(=O)OCCO)ccc1OCc1ccc(Cl)cc1	-7%
Cc1cnc(-c2ccccc2)n1CC1CCN(S(=O)(=O)Cc2ccccc2F)CC1	-12%
CC1CCN(C(=O)c2cc3c(s2)CCN(C(=O)c2ccc(Cl)cc2)C3)CC1	-19%
COC[C@@H]1CN(C(=O)c2cccc(C#N)c2)C[C@H]1c1ccccn1	13%
CSC1=N/C(=C\c2sccc2C)C(=O)S1	1%
COC(=O)c1cc(S(=O)(=O)Nc2ccc(C)cc2Cl)c[nH]1	5%
O=C1NC2(CCN(Cc3ccccc3C(F)(F)F)C2)OCc2ccccc21 (stereo not given)	-11%
CC1Sc2ccc(C(=O)NOCc3ccccc3)cc2NC1=O (stereo not given)	23%

Of the compounds above, these have an aryl thioether with sulfur outside any ring:
SMILES	KDM5B inh
Cc1cc(Sc2ccc(Cl)cc2)nc2ccccc12	6%&-22%
COc1ccccc1-c1nc(CSc2nc(C)c(C)c(=O)[nH]2)c(C)o1	9%
COC(=O)c1ccccc1NC(=O)CSc1nc(=O)cc(N)n1-c1ccccc1	-8%
CC1CCN(c2nc3ccccc3nc2SCC(=O)N2CCCCCC2)CC1	-2%
Cc1cc(C)nc(S/C=C/C(=O)c2ccccc2)n1	?

Part of the list above, in markdown.
| SMILES | KDM5B inh |
| --- | --- |
| Cc1ccc(CNC(=O)CCCCCn2c(=O)c3sccc3n(CC(=O)Nc3c(C)cc(C)cc3C)c2=O)cc1 | -10% |
| COc1ccc(NC(=O)CCc2c(C)nc3c(-c4ccc(F)cc4)c(C)nn3c2C)c(OC)c1 | -3% |

The results go on.
SMILES	KDM5B inh
COc1cc(C#N)ccc1OCc1ccc(OC)c(OC)c1Br	0%
O=C(COc1ccccc1Cl)Nc1ccc(Cl)c(-c2nc3ccccc3o2)c1	?
CCOC(=O)c1ccc(NC(=O)CCC2CCCC2)cc1	-16%
CCCc1cc(C(=O)Nc2ccc(OC)cc2[N+](=O)[O-])cs1	-13%
O=C(OCCOc1ccccc1Cl)c1cc(=O)c2cc(Cl)ccc2o1	5%
COC(=O)c1ccc([C@H]2Nc3ccc(S(=O)(=O)Nc4ccc(F)cc4)cc3[C@H]3C=CC[C@H]32)cc1	?
O=C(C1CC1)N1CCCN(CCc2ccccc2)c2ccccc21	-14%
Cc1nc2cc(-c3cccc(F)c3)nn2c(C)c1CCC(=O)NCCc1ccccc1	?
CCN(CC)Cc1cnc2c(C(=O)Nc3cccc(OC)c3)cnn2c1	1%
COc1ccccc1CNC(=O)CCC1N=C2c3ccccc3N=C(SCC(=O)NCCc3ccccc3)N2C1=O (stereo not given)	?
Cc1cccc(C2CC(=O)c3cnn(-c4nc5ccccc5[nH]4)c3C2)c1 (stereo not given)	-16%
COC(=O)c1cc(-n2cccc2)ccc1N1CCOCC1	11%
COCCn1ncc(N2CCC(NC(=O)c3cc(C)ccc3C)CC2)cc1=O	-1%
Cn1nnnc1C1CCCN(C(=O)c2cccc3[nH]ccc23)C1 (stereo not given)	32µM*
COCCN1CC(CO)C2(CCN(C(=O)c3ccc(C(C)C)cc3)CC2)C1 (stereo not given)	?
CN1C(=O)[C@@H]2C[C@@H](O)CN2C2(CN(C3CCC(F)(F)CC3)C2)C1=O	-8%[86.2 µM]
COc1cc(Cl)ccc1C(=O)NC1CCN(c2cc(C(F)(F)F)nc(C)n2)CC1	?
Cc1noc(C)c1-c1cnc(Nc2ccccc2)c2c1CCO2	35µM*
N#CCc1nn(Cc2ccc(F)cc2)c(=O)c2ccccc12	6%
CCOc1ccc(N2CC(c3nc4ccccc4n3CCCOc3ccccc3)CC2=O)cc1 (stereo not given)	26%
O=C(/C=C/c1cccc2ccccc12)N(Cc1cccs1)C1CC1	?
Cc1noc(-c2cn(C3CCCN(C(=O)c4ccccc4)C3)nn2)n1 (stereo not given)	-8%
CC(NC(=O)C(Cc1ccccc1)n1cccc1)c1ccccc1 (stereo not given)	10%
COC(CNC(=O)Cc1c(C)nc2c(-c3ccccc3)c(C)nn2c1C)OC	9%
Cc1ccc(OCC(O)Cn2c(NCC(=O)O)nc3c2c(=O)n(C)c(=O)n3C)cc1 (stereo not given)	-12%
Cc1oc(-c2ccccc2)nc1CC(=O)N(CCC#N)Cc1ccco1	0%
Cc1cc(C)cc(NC(=O)CCc2nnc3n(C)c(=O)c4sccc4n23)c1	-14%
CC(C)[C@H](NC(=O)OCc1ccccc1)C(=O)OCc1ccc(C#N)cc1	-5%
O=C(CCC[C@@H]1[C@H]2CCCN3CCC[C@@H](CN1C(=O)Nc1ccccc1)[C@@H]23)Nc1ccccc1	7%
Cc1ccc(C(=O)c2c(N)c(-c3nc(-c4ccc5c(c4)OCO5)cs3)c3ccccn23)cc1C	-7%
COc1cccc(-c2nc(SC(C(C)=O)C(=O)N(C)C)c3c(=O)n(C)c(=O)n(C)c3n2)c1 (stereo not given)	-11%
CCc1ccc(NC(=O)c2cc(=O)c3cc(C)cc(C)c3o2)cc1	-3%
CCC(Sc1nnc2c3ccccc3n(CC)c2n1)C(=O)Nc1ccc(NC(C)=O)cc1 (stereo not given)	-25%
COc1ccc2nc(N(Cc3cccnc3)C(=O)C3CCCCC3)sc2c1	-15%
CC(C)c1ccc(CN(C(=O)c2cc3ccccc3oc2=O)C2CCS(=O)(=O)C2)cc1 (stereo not given)	-8%
CC(CCc1ccccc1)NC(=O)C1CCCCC1 (stereo not given)	7%
Cc1cccc(-c2cccc(CCOc3cnc4c(ccn4CC(=O)O)c3)c2)c1	32µM*
O=C(COc1ccc(S(=O)(=O)NC2CCCCC2)cc1)NCc1ccccc1	7%
Cc1ccc(Nc2nc(-c3cnc(N4CCOCC4)nc3C)cc(=O)[nH]2)cc1	26%
COc1cccn(CC(=O)N2CCN(c3ccccc3C#N)CC2)c1=O	?

3 entries from above, sorted by molar mass, high to low:
SMILES	KDM5B inh
CCC(Sc1nnc2c3ccccc3n(CC)c2n1)C(=O)Nc1ccc(NC(C)=O)cc1 (stereo not given)	-25%
COc1ccc2nc(N(Cc3cccnc3)C(=O)C3CCCCC3)sc2c1	-15%
Cc1ccc(Nc2nc(-c3cnc(N4CCOCC4)nc3C)cc(=O)[nH]2)cc1	26%

Going on with the list.
SMILES	KDM5B inh
O=C1NC(C(=O)NCc2cccc(C(F)(F)F)c2)Cn2cccc21 (stereo not given)	?
CCOc1ccc(C(=O)Nc2ccc(S(=O)(=O)N(Cc3ccccc3)c3ccccc3)cc2)cc1	13%
CCc1cccc(C)c1Nc1c(-c2ccc(F)cc2)nc2sccn12	?
Cc1ccsc1C(=O)Nc1cccc(-c2nnc3n2CCCC3)c1	16%
CCOC(=O)C1CCN(C(=O)C2COC3(CCC(C)CC3)N2C(=O)c2cccc(C)c2)CC1 (stereo not given)	?
CN(C)c1nccnc1OC1CCN(C(=O)c2ccncc2)C1 (stereo not given)	-23%
COc1ccc(C(=O)Nc2nnc(SCc3cc(=O)c4cccc(F)c4[nH]3)s2)cc1	?
COc1cccc(C(=O)N2CCC(N3C[C@H](O)C[C@H]3C(=O)N3CC=C(c4ccccc4)CC3)CC2)c1	?
Cc1ccc(NC(=O)CC2CCCN(c3cn[nH]c(=O)c3)C2)cc1C (stereo not given)	19%
CCC(C)NC(=O)c1ccc(CNS(=O)(=O)c2ccc3c(c2)C(C)(C)C(=O)N3C)cc1 (stereo not given)	-12%
Cc1cc(C(=O)COc2ccccc2C#N)c(C)n1CCC(C)C	29%
c1cncc(-c2ccnc(NCCCN3CCCc4ccccc43)n2)c1	?
O=C(NC1CCc2ccccc21)c1cc(Br)ccc1Cl (stereo not given)	19%
COc1cc(C(CC(=O)Nc2cccc(C)n2)N2Cc3ccccc3C2=O)cc(OC)c1OC (stereo not given)	22%
Cc1ccc2oc(=O)c3cnn(CC(=O)N4CCN(c5cccc(Cl)c5)CC4)c3c2c1	-5%
COc1ccc(-c2cc3c(=O)n(CCNC(=O)c4ccc(C#N)cc4)ccn3n2)cc1	?
